Growth percent in the NCI-60 one-dose screen (48 h, 10 µM unless noted): 100 = growth as untreated, 0 = no growth, -100 = all killed.
NCI-H226 = NCI-H226 lung cancer; actives 3.5% (n = 79,000)
NCI-H23 = NCI-H23 lung cancer | actives 4% (n = 80,000) | AID 1794731
OVCAR-4 = OVCAR-4 ovarian cancer cells; actives 3.7% (n = 80,000); AID 1794784
OVCAR-3 = OVCAR-3 ovarian cancer | actives 7% (n = 79,000)
OVCAR-5 = OVCAR-5 ovarian cancer. actives 2.9% (n = 82,000). AID 1794783
SK-OV-3 = SK-OV-3 ovarian cancer cells | actives 3.2% (n = 80,000) | AID 1794785
SN12C = SN12C renal cancer cells; actives 3.8% (n = 81,000)
IGROV1 = IGROV1 ovarian cancer | AID 1794786 | actives 4.7% (n = 79,000)
NCI/ADR-RES = NCI/ADR-RES ovarian cells; actives 4.4% (n = 81,000); AID 1794790
Starred values were filed as active, the others as inactive; nt = not tested or not shown. The calls were made as follows: active = growth percent below 10; inactive = the rest.

Values run as follows: OVCAR-3, IGROV1, NCI/ADR-RES, OVCAR-4, NCI-H23, OVCAR-5, SN12C, NCI-H226, SK-OV-3
1	CN(C)CCC(=O)C1=CC[C@H]2[C@@H]3CC=C4C[C@@H](O)CC[C@]4(C)[C@H]3CC[C@]12C
→ 71, 55, 93, 79, 84, 98, 87, 96, 101
2	O=c1[nH]c(=S)[nH]c2c1CN(CCCN1CCN(CCCN3CNc4[nH]c(=S)[nH]c(=O)c4C3)CC1)CN2
→ 108, 117, 108, 105, 101, 98, 91, 98, 104
3	CS(=O)(=O)c1ccc(N2N=C(c3ccc(NC(=O)Nc4ccccc4)cc3)CC2c2ccc(Br)cc2)cc1 (stereo not given)
→ 98, 73, 83, 80, 85, 93, 89, 74, 83
4	CN(C=O)c1cc([N+](=O)[O-])ccc1OCc1ccccc1
→ 113, 127, 96, 109, 95, 99, 109, 105, 102
5	O=C(O)COCCOCC(=O)O
→ 107, 109, 110, 109, 103, 103, 107, 102, 107
6	C=C(C)[C@@H]1CC[C@]2(C(=O)NCC(=O)O)CC[C@]3(C)[C@H](CC[C@@H]4[C@@]5(C)Cc6c([nH]c7ccccc67)C(C)(C)[C@@H]5CC[C@]43C)[C@@H]12
→ 90, 83, 95, 76, 74, 107, 72, 88, 75
7	CCOc1cccc(/C=N/NC(=O)c2ccc(Nc3ccnc(C(F)(F)F)c3)cc2)c1O
→ 25, -9.2*, 49, 31, 28, 14, 41, -17*, 11
8	Cc1ccc2nc(NC(=O)CSc3nc(NN=Cc4ccccc4)c(C#N)c(-c4ccccc4)n3)sc2c1
→ 106, 77, 97, 83, 94, 101, 94, 88, 111
9	CCOC(=O)/C=C1\S/C(=N\Nc2ccc([N+](=O)[O-])cc2[N+](=O)[O-])N(CC)C1=O
→ 101, 107, 98, 86, 92, 104, 97, 94, 105
10	O=C1OC2Cc3cc(Cl)ccc3NC1C2 (stereo not given)
→ 104, 107, 111, 119, 104, 104, 95, 91, 99
11	O=C1C(Cl)=C(NCc2ccccc2)C(=O)c2ccccc21
→ 70, 69, 86, 63, 80, 124, 80, 100, 101
12	O=C(C(=Cc1ccc(F)cc1)C(=O)c1ccccc1)c1ccccc1
→ 101, 105, 105, 105, 96, 108, 92, 95, 113
13	CCCCOc1nc2ccc([N+](=O)[O-])cc2s1
→ 99, 99, 93, 96, 89, 97, 98, 101, 86
14	CN1CCN(c2nc(NCCNc3ccnc4cc(Cl)ccc34)c3ccccc3n2)CC1
→ 17, 30, 85, -0.9*, 45, 60, 11, 62, 45
15	O=S(=O)(NCCNc1nccc(-c2c(-c3ccc(F)cc3)nc3sccn23)n1)c1ccc(C(F)(F)F)cc1
→ 104, 79, 77, 84, 87, 115, 73, 90, 98
16	O=c1[nH]c(=O)c2[nH]cnc2[nH]1
→ 115, 109, 110, 111, 102, 108, 91, 94, 104
17	COc1ccc(/C(N)=N/C(N)=N/c2nc3ccccc3s2)cc1
→ 96, 50, 35, 77, 68, 103, 79, 78, 100
18	CS(=O)(=O)c1ccc(N)cc1
→ 112, nt, 122, 105, 112, 107, 108, 107, 110
19	Nc1c2c(c(O)c3c1=C(CO)C=N3)=NCCS2
→ -62*, -64*, -25*, -95*, -44*, -70*, -63*, -86*, -91*
20	O=C(CCCCCNC(=O)c1cc(=O)c(O)co1)Nc1ccccc1
→ 109, 106, 102, 110, 99, 102, 110, 105, 118
21	O=C1CSC(c2ccccc2Br)N1n1cnnc1 (stereo not given)
→ 109, 110, 100, 100, 101, 107, 94, 95, 96
22	COc1ccc(Nc2cc(NC(=O)CNc3cc(OC)c(Cl)c(OC)c3Cl)ncn2)cc1
→ 82, 74, 85, 80, 90, 88, 89, 69, 80
23	COc1ccc(CNCCCN2C(=O)c3ccc4c5c(ccc(c35)C2=O)C(=O)N(CCCNCCCCNCCCN)C4=O)c(OC)c1OC
→ 3.3*, -4.4*, 61, -48*, 23, nt, -55*, 24, 52
24	c1ccc(Cc2ccncc2)cc1
→ 114, 99, 99, nt, 95, 99, 90, 90, 97
25	CC(=O)N1N=C(c2ccc(C)cc2)CC1c1cn(Cc2ccc(Cl)cc2)c2ccccc12 (stereo not given)
→ 70, 77, 81, 74, 88, 82, 81, 74, 77
26	Cc1cc2ccccc2[n+](C)c1-c1ccccc1Cl
→ 60, 80, 104, 66, 67, 90, 92, 73, 75
27	O=c1oc2ccc3ccccc3c2cc1-c1ccn[nH]1
→ 100, 89, 97, 87, 97, 110, 91, 91, 101
28	Cc1cc(C)c(S(=O)(=O)Cl)c(C)c1
→ 107, nt, 104, 111, 105, 110, 104, 98, 96
29	COc1ccc(-c2ccc3c(=O)n(C)c(SC)nc3n2)cc1
→ 106, 86, 100, 100, 95, 101, 98, 85, 103
30	CS(=O)(=O)c1ccc(-c2nn(-c3ccccc3)cc2/C=C/C(=O)c2ccc(O)cc2)cc1
→ 123, 98, 66, 99, 99, 96, 101, 107, 108
31	CCCCCOC(=O)c1nc(NCC2CCCCC2)sc1N
→ 102, 92, 100, 92, 103, 104, 83, 98, 108
32	O=C(OCc1ccc2cccc(O)c2n1)N1CCN(C(=O)c2cc3cc(F)ccc3[nH]2)CC1
→ -79*, -91*, -22*, -72*, -23*, -84*, -91*, 57, 54
33	CC(C)Cc1ccc(CC(C)C)c(O)c1
→ 115, 108, 98, 99, 101, 93, 98, 113, 110
34	O=C1OC(=O)c2c(I)c(I)c(I)c(I)c21
→ 111, 105, 98, 107, 89, 100, 101, 96, 95
35	CS(=O)(=O)OCC1CCCO1 (stereo not given)
→ 109, 102, 107, 102, 104, 106, 99, 98, 92
36	COc1cc2c(cc1OC)/C(=C/c1sc(=S)[nH]c1O)C(C(=O)O)=N2
→ 107, 97, 106, 117, 97, 113, 102, 104, 107
37	CCOc1cc(F)c([N+](=O)[O-])cc1[N+](=O)[O-]
→ 47, 92, 12, 47, 39, 78, 91, 95, 99
38	COc1cc(/C=C/C(=O)c2ccccc2)ccc1Oc1nc(Nc2ccc(F)cc2)nc(N(C)C)n1
→ 39, 49, 11, 28, 47, 49, -5.7*, 43, 80
39	O=c1cc(-c2ccccc2)[nH]c2c1CCCC2
→ 16, 44, -41*, 50, 32, 39, 45, 54, 26
40	COC(=O)c1c(C(=O)OC)c2ccc3c4ccccc4ccc3n2c1C(=O)C(Br)Br
→ 99, 101, 100, 90, 99, 118, 103, 109, 113
41	O=C(O)C(O)[C@H](O)[C@H](O)[C@H](O)[C@H](O)CO (stereo not given in full)
→ 97, 107, 97, nt, 94, 86, 87, 95, 108
42	COc1ccc(-c2ccc(/C=N/NC(=O)c3[nH]c4ccc(Br)cc4c3-c3ccccc3)s2)cc1
→ 98, 110, 60, 80, 69, 13, 75, 105, 117
43	COc1ccc2nc3c(c(NCCCN(C)C)c2c1)CCCC3
→ 108, 83, 102, 115, 91, 77, 66, 85, 104
44	CCOC(=O)C1=C(C)N=C2Sc3ccccc3N2C1c1ccccc1 (stereo not given)
→ 98, 77, 82, 92, 85, 102, 93, 89, 125
45	O=C(c1ccc(Cc2n[nH]c(=O)c3cccnc23)cc1)N1CCOCC1
→ 102, 100, 94, 118, 81, 110, 94, 90, 97

Record cards (already shown):
O=C1OC(=O)c2c(I)c(I)c(I)c(I)c21 is listed with OVCAR-3: 111; IGROV1: 105; NCI/ADR-RES: 98; OVCAR-4: 107; NCI-H23: 89; OVCAR-5: 100; SN12C: 101; NCI-H226: 96; SK-OV-3: 95
CCOc1cc(F)c([N+](=O)[O-])cc1[N+](=O)[O-] is listed with OVCAR-3: 47; IGROV1: 92; NCI/ADR-RES: 12; OVCAR-4: 47; NCI-H23: 39; OVCAR-5: 78; SN12C: 91; NCI-H226: 95; SK-OV-3: 99
CCOC(=O)C1=C(C)N=C2Sc3ccccc3N2C1c1ccccc1 (stereo not given) is listed with OVCAR-3: 98; IGROV1: 77; NCI/ADR-RES: 82; OVCAR-4: 92; NCI-H23: 85; OVCAR-5: 102; SN12C: 93; NCI-H226: 89; SK-OV-3: 125

The listing picks up with the 3 entries that preceded the break.
Values run as follows: OVCAR-3, IGROV1, NCI/ADR-RES, OVCAR-4, NCI-H23, OVCAR-5, SN12C, NCI-H226, SK-OV-3
43	COc1ccc2nc3c(c(NCCCN(C)C)c2c1)CCCC3
→ 108, 83, 102, 115, 91, 77, 66, 85, 104
44	CCOC(=O)C1=C(C)N=C2Sc3ccccc3N2C1c1ccccc1 (stereo not given)
→ 98, 77, 82, 92, 85, 102, 93, 89, 125
45	O=C(c1ccc(Cc2n[nH]c(=O)c3cccnc23)cc1)N1CCOCC1
→ 102, 100, 94, 118, 81, 110, 94, 90, 97
46	CC(C)(C)OC(=O)NCCc1ccc(N)cc1
→ 106, 104, 99, 99, 104, 111, 92, 95, 101
47	O=C1OC(=O)c2cc([N+](=O)[O-])ccc21
→ 111, 106, 104, 106, 98, 93, 106, 101, 121
48	O=C(O)c1cc(O)c2c(c1)[C@@H]([C@H]1c3cc(C(=O)O)cc(O)c3C(=O)c3c(O[C@H]4O[C@H](CO)[C@@H](O)[C@H](O)[C@H]4O)cccc31)c1cccc(O[C@H]3O[C@H](CO)[C@@H](O)[C@H](O)[C@H]3O)c1C2=O
→ 107, 93, 97, 97, 92, 97, 86, 95, 99
49	C[C@@]12Oc3c4c(cc5cc6ccccc6nc35)C[C@H]3C(C5CC5)CC[C@]41[C@@]3(O)CCC2=O (stereo not given in full)
→ 98, 81, 97, 92, 90, 100, 89, 89, 104
50	CS(C)(O)NC(N)=O
→ 99, 107, 114, 106, 105, 98, 84, 87, 129
51	Cn1c2nc(=O)[nH]c(=O)c-2cc2ccccc21
→ 114, 127, 118, 109, 111, 97, 108, 112, 112
52	NC(=O)c1nn(-c2ccccc2)nc1N1CCOCC1
→ 103, 108, 107, 101, 97, 105, 103, 98, 102
53	CCCCCC(=O)OC(C)COc1ccccc1 (stereo not given)
→ 94, 100, 99, 113, 96, 101, 99, 99, 104
54	NC(=O)c1ccc(N2CCCC2)nc1
→ 110, 118, 105, 109, 99, 102, 106, 112, 113
55	CCOC(=O)C(CCc1ccc([N+](=O)[O-])cc1)(CCc1ccc([N+](=O)[O-])cc1)C(=O)OCC
→ 105, 113, 94, 97, 89, 97, 95, 104, 89
56	O=C(N/N=C\c1ccc(O)cc1)c1ccc2nc(-c3ccc([N+](=O)[O-])cc3)[nH]c2c1
→ 112, 109, 109, 99, 109, 96, 100, 111, nt
57	CSc1nc2ccc(C)cc2cc1/C=[N+](\[O-])c1ccccc1
→ 63, 76, 76, 89, 74, 79, 49, 71, 68
58	O=C(/C=C/c1coc(-c2ccc(Cl)cc2)n1)c1ccc(Cl)cc1
→ 105, 93, 102, 92, 87, 93, 90, 91, 74
59	CCN1OC(=O)N(c2ccccc2)C1c1ccccc1 (stereo not given)
→ 104, 96, 105, 96, 102, 102, 101, 109, 108
60	Cc1cc(C)cc(-n2nnc3ccccc3c2=O)c1
→ 111, 109, 101, 137, 97, 113, 97, 107, 111
61	C=CCn1c(SC/C(=N\O)c2ccc(Cl)cc2)nnc1-c1c[nH]c2ccccc12
→ 107, 70, 96, 80, nt, 103, 85, 70, 96
62	NC(=O)N1NC(=O)C(N=Nc2ccc(S(=O)(=O)N=C(N)N)cc2)C1=O (stereo not given)
→ nt, 110, 102, 109, 93, 104, 109, 108, 118
63	COc1cc(-c2ccc3c(c2)NC(=O)/C3=C\c2ccc[nH]2)ccc1O
→ 9.6*, 26, 13, 52, 12, 48, 27, 40, 31
64	O=c1c2ccccc2nc(COc2ccccc2)n1NCc1ccccc1Cl
→ 111, 105, 96, 96, 103, 103, 98, 87, 115
65	Cn1cc(-c2csc(-c3ccccc3)n2)c2ccccc21
→ 107, 77, 98, 101, 100, 85, 86, 99, 102

Screens: PubChem, NCI
